Compound activity: PubChem, National Center for Advancing Translational Sciences (NCATS)
PKM2 act: qHTS Assay for Activators of Human Muscle isoform 2 Pyruvate Kinase. 260,000 tested, 0.34% active. Pyruvate kinase PKM (Homo sapiens), P14618. purified PKM2, Kinase-Glo ATP luminescence, activation; response scale: 0% is enzyme alone, no compound. Potency, µM (highest dose often 57.5 µM), inactives show at the top dose activation, usual class: activators. AID 1631, 2009; further: potency means the concentration at half of the fitted maximal effect; on the % scale 0 is the no-effect control and ±100 the full control effect; nearly all actives have a fitted effect of over 55% in size
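Purified hPK-M2 (>95% pure) converted ADP (0.1 mM final) to ATP with 0.5 mM PEP in 50 mM imidazole pH7.2, KCl, MgCl2, Tween 20, BSA; 1 h at room temperature. ATP detected by Kinase-Glo luminescence.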
Rab9 prom act: qHTS Assay for Rab9 Promoter Activators. Huh7 Rab9 promoter-luciferase reporter, luminescence, 24 h. Potency, µM (top dose mostly 9.22 µM), without a hit: top-dose activation, negative = inhibition, hits mostly activators. 320,000 tested, 2.8% active. AID 485297, 2010; further: potency means the concentration at half of the fitted maximal effect; % of control where 0% means no effect; nearly all actives have a fitted effect of over 60% in size
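Cells were plated at 1500 per well in reduced-serum medium with 10% FBS and left 2 h. Compound in DMSO was then added for 24 h at 37 °C. Reporter signal was read by luminescence after 10 min with luciferase detection reagent.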
VP16 counter: VP16 counterscreen qHTS for inhibitors of ROR gamma transcriptional activity. Drosophila S2 Gal4-VP16 UAS-luciferase, luminescence, 20 h. Potency, µM (top dose mostly 53.6 µM), for the others: at the highest dose activity, negative = inhibition, actives largely listed as inhibitors. 310,000 tested, 3.5% active;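 further: Gal4-VP16 expression switched on by copper sulfate through the metallothionein promoter; potency means the concentration at half of the fitted maximal effect; on the % scale 0 is the no-effect control and ±100 the full control effect; nearly all actives have a fitted effect of over 50% in size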
Mito fusion act: qHTS Assay for Small Molecule Inhibitors of Mitochondrial Division or Activators of Mitochondrial Fusion; S. cerevisiae fusion-defective mutant growth rescue, CellTiterGlo 48 h; Potency, µM (top dose mostly 46.1 µM), inactives show top-dose growth rescue (activation), hits mostly activators; 320,000 tested, 0.23% active;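 further: potency means the concentration at half of the fitted maximal effect; % of control where 0% means no effect; nearly all actives have a fitted effect of over 45% in size; temperature-sensitive fusion mutants such as fzo1-1 at 37 °C on non-fermentable ethanol glycerol medium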
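S. cerevisiae fusion-defective temperature-sensitive mutants (e.g. fzo1-1, mgm1-5) grown 48 h at 37C in YPEG (ethanol/glycerol non-fermentable) medium with 23 nl compound per well; growth rescue read as CellTiterGlo luminescence.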
ELG1 DNA repair: qHTS screen for small molecules that inhibit ELG1-dependent DNA repair in human embryonic kidney (HEK293T) cells expressing luciferase-tagged ELG1 | HEK293T ELG1-luciferase reporter, luminescence, 16 h; DNA damage induced by 5-fluorouridine | Potency, µM (doses to about 46.1 µM), inactives show at the top dose activity change, negative = inhibition, usual class: inhibitors | 330,000 tested, 2.3% active; further: potency means the concentration at half of the fitted maximal effect; on the % scale 0 is the no-effect control and ±100 the full control effect; nearly all actives have a fitted effect of over 55% in size
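Luminescence from the luciferase reporter, measured 30 min after ONE-Glo reagent at room temperature, was the read-out. Beforehand, 2,000 cells per well were exposed for 16 hr at 37 °C to 5-fluorouridine together with compound or vehicle.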
NPC1 prom act: qHTS Assay for NPC1 Promoter Activators. Potency, µM (series often up to 9.22 µM), without a hit: top-dose activation, most hits filed as activators. 320,000 tested, 2.4% active. Huh7 NPC1 promoter luciferase reporter, 24 h. AID 485313, 2010;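 further: potency means the concentration at half of the fitted maximal effect; % of control where 0% means no effect; nearly all actives have a fitted effect of over 60% in size; reporter is driven by a mutant NPC1 promoter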
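Quantitative HTS used a cell-based reporter: Huh7 cells stably bearing the NPC1 promoter upstream of luciferase were treated with compounds for 24 h, and promoter activation was read as luminescence.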
KCNH2 3.1 block: qHTS for Inhibitors of KCHN2 3.1: Mutant qHTS; U2OS KCNH2 3.1, thallium flux FluxOr; active compounds read low; Potassium voltage-gated channel subfamily H member 2, brain isoform KCNH2 3.1 (human); 340,000 tested, 0.95% active; AID 720553, 2013; activity change, % (tested at about 1.8 µM);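 active means maximum activity change below -70%; inconclusive means maximum activity change from -70% to -50%; inactive means maximum activity change above -50%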;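 further: thallium influx rate constant from kinetic fluorescence after stimulation buffer; on the % scale 0 is the no-effect control and ±100 the full control effect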
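Kinetic fluorescence (2 min after stimulation buffer) measures Tl+ influx through KCNH2 3.1 expressed by viral transduction in U2OS cells; the rate constant is normalized against DMSO controls serving as positive and negative references.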
FLuc modulator: qHTS profiling assay for firefly luciferase inhibitor/activator using purifed enzyme and Km concentrations of substrates (counterscreen for miR-21 project); purified FLuc, Km substrates, luminescence inhibition; Potency, µM (series often up to 57.5 µM), inactives show at the highest dose activity change, negative = inhibition, hits mostly inhibitors; 360,000 tested, 6.9% active; AID 588342, 2011;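 further: potency means the concentration at half of the fitted maximal effect; plate controls were vehicle for no effect and reference inhibitor for full effect; nearly all actives have a fitted effect of over 55% in size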
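Purified P. pyralis luciferase (10nM final) with 10uM D-luciferin and 10uM ATP (Km levels) in 50mM Tris acetate pH 7.5, 10mM Mg acetate, 0.01% Tween-20, 0.05% BSA; qHTS 6-point titration, ~60 µM downward; luminescence read.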
RORgamma inh: qHTS for inhibitors of ROR gamma transcriptional activity; Nuclear receptor ROR-gamma (Mus musculus), P51450; Drosophila S2 Gal4-RORgamma UAS-luciferase reporter, 20 h; Potency, µM (titrated, usually from 53.6 µM), for the others: top-dose activity change, negative = inhibition, most hits filed as inhibitors; 310,000 tested, 5.4% active; AID 2551, 2010; further: potency means the concentration at half of the fitted maximal effect; on the % scale 0 is the no-effect control and ±100 the full control effect; nearly all actives have a fitted effect of over 60% in size
Target sequence (P51450 whole entry, looked up, the tested form may be a part): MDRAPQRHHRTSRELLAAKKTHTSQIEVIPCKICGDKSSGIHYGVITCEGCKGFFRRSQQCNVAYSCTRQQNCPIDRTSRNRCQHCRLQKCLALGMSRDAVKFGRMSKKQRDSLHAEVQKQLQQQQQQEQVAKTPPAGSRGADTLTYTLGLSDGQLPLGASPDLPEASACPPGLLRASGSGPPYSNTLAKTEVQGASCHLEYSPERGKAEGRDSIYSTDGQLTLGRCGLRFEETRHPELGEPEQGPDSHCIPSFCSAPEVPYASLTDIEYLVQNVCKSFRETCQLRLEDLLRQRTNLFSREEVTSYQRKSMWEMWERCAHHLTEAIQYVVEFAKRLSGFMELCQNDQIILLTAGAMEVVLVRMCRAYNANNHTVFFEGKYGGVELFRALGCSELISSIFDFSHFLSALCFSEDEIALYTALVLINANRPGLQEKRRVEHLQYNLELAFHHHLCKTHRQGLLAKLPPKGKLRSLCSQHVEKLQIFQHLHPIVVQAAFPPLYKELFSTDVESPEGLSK
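Drosophila S2 cells stably expressing Gal4-DBD/mouse RORγ fusion under metallothionein promoter plus UAS-luciferase; compound 1 h, then 700 uM CuSO4 induction for 20 h at ambient temperature; inhibition read as reduced luminescence.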
MBNL1 CUG block: qHTS Assay for Inhibitors of MBNL1-poly(CUG) RNA binding | Muscleblind-like protein 1 (Homo sapiens), Q9NR56 | TR-FRET MBNL1-His/biotin-(CUG)12 binding, 665/545 ratio | Potency, µM (titrated, usually from 57.5 µM), for the others: at the highest dose activity change, negative = inhibition, usual class: inhibitors | 280,000 tested, 0.036% active | AID 2675, 2010; active means well fitted inhibition curve with a large enough effect in the signal ratio, with a control signal flat, not every such curve was filed as active; inconclusive means small, poorly fitted or top-dose-only effect, or effect the other way, or a change in a side signal; inactive means no such curve, though single readings can be large or run the other way; the % refers to the signal ratio; further: potency means the concentration at half of the fitted maximal effect; on the % scale 0 is the no-effect control and ±100 the full control effect
Target sequence (Q9NR56 whole entry, looked up): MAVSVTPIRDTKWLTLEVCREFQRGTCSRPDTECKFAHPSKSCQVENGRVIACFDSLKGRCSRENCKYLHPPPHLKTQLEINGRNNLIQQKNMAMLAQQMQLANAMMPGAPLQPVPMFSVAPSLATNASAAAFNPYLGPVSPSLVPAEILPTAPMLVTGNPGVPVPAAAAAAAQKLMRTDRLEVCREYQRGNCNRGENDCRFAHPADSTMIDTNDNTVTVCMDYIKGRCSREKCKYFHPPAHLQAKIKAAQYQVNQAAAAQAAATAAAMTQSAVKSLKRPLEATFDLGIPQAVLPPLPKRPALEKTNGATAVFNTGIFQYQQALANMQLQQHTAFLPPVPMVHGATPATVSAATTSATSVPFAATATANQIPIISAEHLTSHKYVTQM
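MBNL1-His + Biotin-(CUG)12, cpd titration 92 nM–58 uM; Tb anti-His Ab 0.055 ng/ul, SA-XL665 5 nM (final); 60 min RT; ratiometric 665/545 nm, Ex 340 nm; normalized to buffer and full-complex controls.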
Menin-MLL TR inh: qHTS Assay for Inhibitors Targeting the Menin-MLL Interaction in MLL Related Leukemias: Competition With Texas Red Labeled MLL-derived Mutant Peptide; Menin + Texas Red MLL mutant peptide, fluorescence polarization; O00255; Potency, µM (top dose mostly 61.6 µM), for inactives: top-dose FP activity change, negative = inhibition, usual class: inhibitors; AID 1768, 2009; 270,000 tested, 0.23% active; active means well fitted inhibition curve with a large enough effect in the polarisation, with a control signal flat, not every such curve was filed as active; inconclusive means small, poorly fitted or top-dose-only effect, or effect the other way, or a change in a side signal; inactive means no such curve, though single readings can be large or run the other way; the % refers to the polarisation; further: potency means the concentration at half of the fitted maximal effect; % of control where 0% means no effect; many of its hits are not listed in these tables
Starred values were filed as active, the others as inactive; u = inconclusive; x = not tested or not shown; & = joins results of further samples; [ ] = dose if it differs, or a comment. Unless noted, the call rests on the fitted dose curve; in most records, active means well fitted curve in the direction sought with a large enough effect; inconclusive means small, poorly fitted or top-dose-only effect, or another doubt; inactive means no such curve, though single readings can be large; an effect the other way counts as inactive or inconclusive. This is a subset (hit frequency here may not be typical).

SMILES	PKM2 act	Rab9 prom act	VP16 counter	Mito fusion act	ELG1 DNA repair	NPC1 prom act	KCNH2 3.1 block	FLuc modulator	RORgamma inh	MBNL1 CUG block	Menin-MLL TR inh
COc1ccc(C(=O)N2CCN(Cc3ccccc3C)CC2)cc1OC	11%	-2%	1%	-6%	-7%	0%	9	0%	u	3%	-29%
CC(=O)NC(Cc1ccccc1)C(=O)OCC(=O)c1ccc(Br)cc1 (stereo not given)	0%	1%	0%	-6%	-13%	2%	-12	-8%	3%	1%	2%
CCCc1ncc(C(O)c2cccc(OC)c2OC)n1C (stereo not given)	2%	2%	9%	2%	-7%	-2%	5	-1%	-26%	5%	-11%
O=C(NCc1ccco1)C1CCCN(S(=O)(=O)c2ccc(Br)cc2)C1 (stereo not given)	4%	-9%	-6%	0%	-18%	-4%	21	-1%	6%	-10%	-13%
CCOC(=O)c1cc2c(=O)c3ccccc3oc2nc1C	x	u	18%	6%	u	22%	-3	6µM*	16%	10%	15%
Cc1ccccc1-n1ncc2c1CC(C)(C)CC2NC(=O)CCn1cncn1 (stereo not given)	1%	-9%	-10%	-2%	-8%	2%	-1	2%	-5%	-4%	-1%
CN(Cc1ccccc1)S(=O)(=O)c1ccc(Cl)c(C(=O)NCc2cccnc2)c1	x	-4%	x	5%	-28%	-1%	1	-1%	x	x	x
O=C(NNC(=O)c1c(O)c2ccccc2[nH]c1=O)c1ccccc1Br	0%	9%	1%	-33%	10%	11%	17	-1%	-1%	-7%	5%
Cc1ccc(N=Cc2c(O)c3ccccc3oc2=O)c(C)c1	-20%	1%	x	1%	u	-3%	-16	0.21µM*	x	-5%	14%
COc1ccc(N2CCN(C(c3cccs3)C(C)NC(=O)c3ccco3)CC2)cc1 (stereo not given)	6%	-5%	-2%	16%	u	-1%	2	4%	u	-1%	-16%
Cc1ccc(SCCC(=O)NCc2ccccn2)cc1	9%	-27%	-11%[10 µM]	8%	0%	-9%	-10	0%	8.9µM*	-5%	-6%
O=C(NCc1ccccc1Cl)c1cnc2n(c1=O)CCS2	-1%	-4%	8%	0%	10%	2%	0	-1%	11%	-16%	-17%
O=C(O)CCC(=O)Nc1ccc(C(=O)OCC(=O)c2ccc(Cl)cc2Cl)cc1	-1%	-8%	-9%	-3%	u	-6%	3	13µM*	1%	-8%	2%
CCOC(=O)C1=C(CC)Nc2ccccc2N=C1NC(=O)c1ccc(OC)c(S(=O)(=O)N2CCCCC2C)c1 (stereo not given)	1%	-4%	6%	0%	23µM*	-3%	-10	2%	-5%	-3%	3%
CCNCc1nc2cc(Cl)ccc2c(=O)[nH]1	-2%	-2%	16µM*	-3%	u	-4%	-18	0%	6.3µM*	-7%	-4%
CC(C)Nc1nc(-c2ccncc2)nc(-c2ccccc2)c1C#N	x	-3%	-4%	-1%	-5%	-11%	-6	0%	-2%	6%	-2%
Cc1ccc(NC(=O)CCN2C(=O)NC(C)(C)C2=O)cc1F	x	2%	x	-3%	-15%	0%	-2	-2%	x	x	x
CC(C)(C)NC(=O)C(c1cccs1)N(Cc1ccc(F)cc1)C(=O)c1csnn1 (stereo not given)	-11%	-3%	-6%	-1%	-1%	1%	-2	2%	25%	5%	12%
O=C(NCCN1CCOCC1)c1cc(-c2ccc(Cl)cc2)on1	-1%	0%	3%	10%	14%	3%	-19	-7%	15%	7%	0%
CN(C)CCN(C(=O)c1cccs1)c1nc2cc3c(cc2s1)OCCO3	7%	u	2%	-2%	u	21%	13	-17%	-28%	-1%	17%
CC1CCCCC1NC(=O)c1ccc(S(=O)(=O)NNC(=O)c2ccncc2)cc1 (stereo not given)	-5%	-5%	6%	0%	12%	1%	7	0%	20%	5%	x
CCN1CCN(c2ncc(C(=O)N3CCCc4ccccc43)c3ccccc23)CC1	1%	-1%	2%	-14%	-12%	-2%	0	2%	-4%	9%	-12%
COc1ccc(N2CCN(C(=O)COCC(=O)O)CC2)cc1	2%	-8%	-17%	-1%	-19%	1%	-2	-1%	1%	-4%	17%
CC(OC(=O)C1CCN(S(=O)(=O)c2ccc(Cl)cc2)CC1)C(=O)NC1CCCCC1C (stereo not given)	0%	2%	2%	4%	-6%	3%	-2	4%	42%	-2%	x
C/C(=N\NC(=S)Nc1ccc(F)cc1)c1ccc2c(c1)OCCO2	2%	8%	4µM*	8%	9%	5%	3	u	1.3µM*	x	5%
COc1ccccc1C(=O)NCCC(=O)N(C)Cc1cccs1	x	-4%	x	-3%	-3%	-2%	8	-3%	x	x	x
O=C(COc1c(Cl)cccc1Cl)NN1C(=O)CSC1=S	-19%	0%	-8%	-9%	-10%	2%	-4	-14%	-10%	-10%	5%
COc1ccc(NC(C)C(=O)N/N=C/c2cc(Br)ccc2OC)cc1 (stereo not given)	4%	-2%	-5%	2%	u	5%	-18	-12%	0%	8%	-6%
Fc1ccccc1CNC(=S)NC1CCCCC1	-5%	-3%	7.9µM*	-12%	0%	-5%	20	2%	5µM*	-2%	34%[activator]
NC(=O)CNCCC(c1ccccc1)c1ccccc1	-19%	3%[46.1 µM]	-4%	-39%&-3%[inhibitor]	6%	5%[46.1 µM]	-1	1%	-21%	x	1%&-13%
Cn1c(=O)c2c(nc(CN3CCN(C(=O)c4ccco4)CC3)n2Cc2ccccc2F)n(C)c1=O	-2%	-8%	-4%	-2%	u	2%	-12	-1%	-14%	-1%	5%
CN1CCN(C(=O)c2cccc(NS(=O)(=O)c3ccc(Br)cc3)c2)CC1	x	-5%	x	-9%	-2%	-3%	-9	x	x	x	x
Cc1onc(-c2c(Cl)cccc2Cl)c1C(=O)c1ccccc1	-1%	-8%	-15%	9%	-13%	-9%	-13	-2%	1%	2%	x
O=C(O)c1cc2ccccc2c(=O)s1	-13%	-5%	-5%	-1%	12%	-2%	-8	-18%	1%	u	-30%
CCOc1ccccc1NC(=O)CNC(=O)Cc1ccccc1	2%	1%	-5%	-2%	-13%	-4%	4	2%	3%	-5%	0%
CCOc1cc(CNn2cnnc2)ccc1OCC(=O)NC1CCCCC1	-1%	-11%	2%	-3%	8%	-4%	-6	0%	-6%	-8%	-19%
O=C(Cn1ncc(Cl)c(Cl)c1=O)N1CCN(Cc2ccccc2)CC1	-1%	-41%[inhibitor]	-30%	-10%	u	-48%[inhibitor]	13	-4%	u	41%[activator]	-1%
Nc1ccc(/C=C/c2ccc3ncccc3c2)cc1	-9%	0.28µM*	u	-24%	u	0.45µM*	6	0.3µM*	u	u	u
CCCc1nn(C)c(C(=O)Nc2cccc(Cl)c2)c1Cl	1%	u	-10%	4%	u	26%	7	21µM*	-33%	-2%	0%
COCc1nnc(NC(=O)c2ccc(S(=O)(=O)N3CCOCC3)cc2)o1	0%	2%	20µM*	1%	9%	3%	30	1%	11µM*	1%	-1%
CCC(C)N=C1Sc2nc3ccc(C)cc3cc2CN1CCOC (stereo not given)	0%	19%	2%	10%	u	14%	-28	u	-74%	x	-18%
C#CCNC(=O)C1=C[C@H](c2cn(C(C)=O)c3ccccc23)C[C@H](OCc2ccc(CO)cc2)O1	7%	-2%	-5%	-2%	u	7%	-3	-1%	u	-3%	14%
CCC(C)C(NC(=O)c1ccccc1NC(=O)c1ccco1)C(=O)O (stereo not given)	-4%	-4%	-20%	-2%	4%	-4%	0	2%	-26%	3%	-11%
Cc1ccc(-c2nc3ncccn3c2NC(=O)C2CC2)cc1	-1%	4%	1%	-4%	4%	-7%	0	-1%	4%	25%	-2%
O=C(CCc1ccc(O)c(O)c1)NNC(=S)Nc1ccc(Br)cc1Cl	7%	-4%	u	4%	10%	0%	-15	1%	11µM*	-1%	10%
